# Source: PubChem BioAssay
# bIAP activator: bovine intestinal alkaline phosphatase activators, primary screen, biochemical, bovine IAP, CDP-star luminescence | purified bovine IAP, 30 min; active compounds read high; fold of DMSO-control signal, blank-subtracted | AID 1016, 2008 | activation factor at 20 µM | hit rate 0.17% among 200,000 | alkaline phosphatase, intestinal [Bos taurus];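 active = activation factor of 2 or more at 20 µM, a signal rise over negative controls twice the positive control's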
# STAT3 activator: IL-6 driven STAT3 reporter potentiators, primary screen, U3A cells, luciferase, luminescence, MLSCN library; IL-6 STAT3-luciferase reporter; 100% = signal with IL-6 EC80 alone; activation (% of control), % at 5.6 µM; hit rate 0.91% among 190,000; AID 871, 2007;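 active = activation above the screen-wide mean of compound activation plus 3 SD, cut at about 130% in these data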;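 also: 0% = background luminescence of wells with medium and substrate only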
#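 Material: human U3A cells carrying STAT3-luciferase construct. Measured by: reporter luminescence signal. Timing: compound 1 h, then IL-6 6 h at 37 °C.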
# ROMK mod: ROMK potassium channel modulators, primary screen, cell-based, thallium flux, MLSMR library; ATP-sensitive inward rectifier potassium channel 1 (Homo sapiens), P48048; Tet-inducible ROMK, thallium flux fluorescence; actives lie on both sides; B-score at 10 µM; hit rate 2% among 130,000; AID 1918, 2009;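 active = signal ratio slope over the read window, or its plate-corrected B-score, at least 3 SD from the plate mean, either direction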;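 also: B-score of the F/F0 ratio slope over 7 to 12 s after thallium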
# PPARg SRC1 recr: PPARgamma agonists recruiting SRC-1 coactivator, primary screen, biochemical. Peroxisome proliferator-activated receptor gamma (Homo sapiens), P37231. AID 631, 2007. activation, % at 8 µM. PPARgamma-SRC-1 coactivator recruitment biochemical assay. hit rate 0.41% among 200,000; in the data active = activation above about 19%;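 also: 0% = DMSO and 100% = reference agonist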
# Target sequence (P37231 whole entry, looked up): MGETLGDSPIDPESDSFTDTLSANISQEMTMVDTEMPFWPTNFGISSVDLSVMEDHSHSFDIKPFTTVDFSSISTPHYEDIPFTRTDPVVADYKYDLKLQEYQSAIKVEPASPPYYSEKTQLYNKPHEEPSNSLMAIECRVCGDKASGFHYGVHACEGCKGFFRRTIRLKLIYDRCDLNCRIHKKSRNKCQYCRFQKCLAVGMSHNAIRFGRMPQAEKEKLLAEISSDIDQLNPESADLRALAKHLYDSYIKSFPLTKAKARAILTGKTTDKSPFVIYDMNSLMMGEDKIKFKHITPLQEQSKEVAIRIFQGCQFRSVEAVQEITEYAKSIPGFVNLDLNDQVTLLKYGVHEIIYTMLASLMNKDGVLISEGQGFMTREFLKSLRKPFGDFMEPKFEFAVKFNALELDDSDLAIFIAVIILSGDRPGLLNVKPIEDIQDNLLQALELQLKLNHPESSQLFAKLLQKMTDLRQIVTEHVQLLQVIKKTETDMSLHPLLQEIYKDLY
# bIAP inhibitor: bovine intestinal alkaline phosphatase inhibitors, primary screen, selectivity assay for TNAP inhibitor project, biochemical, bovine IAP, CDP-star luminescence; alkaline phosphatase, intestinal [Bos taurus]; purified bovine IAP, 30 min; inhibition, % at 20 µM; 190,000 tested, under 10 active; AID 1019, 2008;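 active = over 50% inhibition of intestinal alkaline phosphatase at 20 µM in the single-dose screen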
#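 Assay system – bovine IAP enzyme · Quantity – bovine IAP at 1/65,000,000 final dilution · Detection – CDP-star luminescence signal · Times – 30 min reaction at room temperature · Also added – CDP-star substrate at 30 µM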
# SRC2 TRFRET art: TR-FRET signal artefacts, primary screen, artefact control for PPARgamma SRC-2 agonist project, biochemical | TR-FRET artefact counter-screen; active compounds read high | TR-FRET ratio at 8 µM | hit rate 0.4% among 200,000; in the data active = TR-FRET ratio above about 2000; also: inactives centre near 1500
# STAT3 blocker: IL-6 driven STAT3 reporter inhibitors, primary screen, U3A cells, luciferase, luminescence, MLSCN library; IL-6 STAT3-luciferase reporter; host cell line lacks STAT1; inhibition, % at 5.5 µM; hit rate 0.89% among 190,000;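 active = inhibition above the mean inhibition across all screened compounds plus 3 SD, cut at about 44% in these data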;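 also: 0% = DMSO only wells and 100% = 100 µM nifuroxazide control wells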
# PPARg SRC2 recr: agonists of PPARg-SRC-2 recruitment, primary screen, biochemical, HTS; Peroxisome proliferator-activated receptor gamma (Homo sapiens), P37231; PPARgamma LBD-SRC-2 recruitment; activation, % at 8 µM; hit rate 0.34% among 200,000; in the data active = activation above about 22%;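 also: 0% = vehicle and 100% = reference agonist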
# PPARg SRC3 recr: PPARgamma agonists recruiting SRC-3 coactivator, primary screen, biochemical; hit rate 0.26% among 200,000; biochemical PPARgamma/SRC-3 coactivator recruitment assay; activation, % at 8 µM; Peroxisome proliferator-activated receptor gamma (Homo sapiens), P37231; in the data active = activation above about 23%;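 also: 0% = DMSO and 100% = reference agonist; some compounds past the cut are filed as inactive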
# TNAP act hiacc: TNAP activators at high phosphate acceptor level, primary screen, biochemical, luminescence, uHTS; Alkaline phosphatase, tissue-nonspecific isozyme (Homo sapiens), P05186; purified TNAP, CDP-star luminescence, 1 M DEA, 30 min; active compounds read high; 0 = EDTA background, 1 = DMSO-only activity; activation factor at 20 µM; 200,000 tested, under 10 active; AID 1136, 2008;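 active = activation factor at least 2 at 20 µM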
# Target sequence (P05186 whole entry, looked up): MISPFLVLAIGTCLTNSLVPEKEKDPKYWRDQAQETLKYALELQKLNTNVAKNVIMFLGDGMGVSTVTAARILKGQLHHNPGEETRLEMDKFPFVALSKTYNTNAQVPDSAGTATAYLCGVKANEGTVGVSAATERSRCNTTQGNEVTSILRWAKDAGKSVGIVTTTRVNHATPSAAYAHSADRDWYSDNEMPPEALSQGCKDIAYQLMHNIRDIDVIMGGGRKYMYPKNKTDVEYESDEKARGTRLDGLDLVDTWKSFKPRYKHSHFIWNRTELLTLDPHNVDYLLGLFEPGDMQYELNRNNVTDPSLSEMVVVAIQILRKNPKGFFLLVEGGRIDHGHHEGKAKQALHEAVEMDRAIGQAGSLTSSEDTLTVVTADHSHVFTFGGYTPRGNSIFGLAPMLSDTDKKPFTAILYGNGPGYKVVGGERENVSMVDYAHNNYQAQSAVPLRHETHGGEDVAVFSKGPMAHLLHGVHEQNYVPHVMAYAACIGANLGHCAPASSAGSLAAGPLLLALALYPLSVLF
#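 Assay system: human TNAP; Input: enzyme diluted 1/800 final; Reagent: CDP-star luminogenic substrate at 100 µM final; Timing: 30 min, room temperature; Signal: luminescence; Evaluation: TNAP activation factor scaled between EDTA and DMSO control wells.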
# STAT1 blocker: STAT1 signaling inhibitors, primary screen, cell-based, HTS, luciferase reporter | NIH 3T3 STAT1-luciferase reporter, IFN-gamma, luminescence | inhibition, % at 5.5 µM | hit rate 0.35% among 200,000;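 active = inhibition above a set limit, the mean inhibition across all tested compounds plus 3 SD, cut at about 34% in these data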;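 also: 0% = IFN-gamma with DMSO and 100% = IFN-gamma with 300 µM nifuroxazide; values of inactives mirror those of a sister screen read the other way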
# An asterisk follows results filed as active; . = no result given.
SMILES,bIAP activator,STAT3 activator,ROMK mod,PPARg SRC1 recr,bIAP inhibitor,SRC2 TRFRET art,STAT3 blocker,PPARg SRC2 recr,PPARg SRC3 recr,TNAP act hiacc,STAT1 blocker
Cc1cc(OCC(O)CN)ccc1Cl (centres undefined),1,98,.,-4,1,1371,6,-4,1,1,-12
CC1CCCCC1NS(=O)(=O)c1ccc(S(=O)(=O)N2CCCC2)cc1 (centres undefined),0.7,103,.,0,30,1644,-2,4,8,1,8
CCCCCCc1cc2cc(C(=O)NCc3ccccc3)c(=N)oc2cc1O,0.9,83,-0.25,-1,9,1389,24,3,13,1,7
CCOc1ccccc1C(=O)OCC(=O)Nc1ccc(OC(F)F)cc1,0.7,96,0.05,0,26,1772,5,5,4,1,3
CCNc1nc(NC(C)C)nc(NC(C)(C)C)n1,1.2,93,0.51,-1,-20,1410,10,2,-4,1.1,21
COc1ccc(-c2c(C)oc3c(CN4CCN(C)CC4)c(O)ccc3c2=O)cc1,1,100,.,11,1,1706,0,10,6,1,6
CC(=O)Cn1nnc2sc3c(c2c1=O)CCC(C(C)(C)C)C3 (centres undefined),1.1,113,0.012,2,-7,1642,-15,-6,2,1,-34
CC1CCN(C(=O)C2CC(c3ccc(F)cc3)=NO2)CC1 (centres undefined),0.9,88,.,3,8,1667,16,-1,-6,1.1,-32
CC(=O)NC(CC(C)C)C(=O)NC(=O)NCc1ccccc1 (centres undefined),1,95,.,-6,1,1432,12,1,0,1,0
CCCN1CCN(CCCNC(=O)C2CCCN(c3nnc(-n4cccc4)s3)C2)CC1 (centres undefined),1.1,104,.,2,-7,1627,5,5,1,1,-1
Cn1nnc(NC(=O)CSc2nnnn2-c2ccc(F)cc2)n1,1,100,0.22,0,5,1409,3,3,-6,1,2
COc1ccccc1CC(=O)Nc1ccccc1O,0.9,95,-1.8,4,5,1698,13,10,2,1,-1
CCCC(=O)Nc1ccc(Sc2ccc([N+](=O)[O-])cc2)cc1,0.9,96,.,-3,12,1528,10,-8,2,1,14
Cc1c(CN2CCCC(C(=O)c3cccc(Cl)c3)C2)c(=O)n(-c2ccccc2)n1C (centres undefined),1.2,108,-0.46,-2,-16,1533,-5,-3,-5,1.1,-10
CO/N=C/C(=N\Nc1ccc(OC)cc1)C(=O)c1ccc(F)cc1,1.1,103,0.36,6,-7,1540,-1,1,-4,1,2
O=C(Nc1ccc([N+](=O)[O-])cc1)C1CC12CCC2 (centres undefined),1,101,-0.00081,13,1,1755,0,18,7,1,-4
CC1(C)C2CCC1(C(=O)O)c1nc3ccccc3nc12 (centres undefined),1,103,.,1,1,1567,0,-2,-2,1.1,3
CCn1c(SCC(=O)Nc2ccccc2C)nnc1-c1ccccc1O,0.8,94,0.49,-2,16,1626,10,2,2,1.1,4
Cc1nc2nc[nH]n2c(=O)c1NC(=O)c1cccc(OCC(C)C)c1,0.9,101,.,4,12,1718,9,3,-5,1,3
Cc1cc(NCCO)c2ccccc2n1,1,99,.,1,3,1450,2,7,1,1,12
COc1ccc(OC)c(NC(=O)CSc2ccc3ccccc3c2)c1,0.8,95,.,4,23,1595,10,-4,2,1,9
O=C(CSc1nnc(Cn2nnc3ccccc32)o1)Nc1cccc(Cl)c1,1,92,.,2,4,1590,12,1,-9,1.1,-6
O=C(NCCN1C(=O)S/C(=C\c2cccs2)C1=O)c1ccc(=O)[nH]c1,0.9,101,-0.049,3,13,1744,-1,16,0,1,-4
COC(=O)CCC/C=C1/SCC(NC(=O)c2ccccc2)/C1=N/O (centres undefined),0.9,112,1.5,6,8,1620,-6,7,6,1,5
CCC(=O)Nc1cc(C(=O)OC(C(=O)c2ccc(C)c(C)c2)c2ccccc2)ccc1C (centres undefined),1,103,-0.4,2,1,1481,2,2,-3,1,1
CCOC(=O)c1ccc(COC(=O)c2cc3ccccc3oc2=O)o1,0.9,112,.,2,6,1630,-11,5,-6,1,-6
CCc1ccc(C(=O)NNC(=O)OC)cc1,0.9,99,.,-9,12,1264,5,-6,-4,1,-4
O=c1c2ccccc2nc2c3ccccc3c(NCCN3CCOCC3)nn12,1,113,-1.8,-3,-4,1446,-15,5,2,1.1,-11
O=C(Nc1ccccc1)C1=C[C@@H](c2ccccc2)C[C@@H](OCc2ccc(CO)cc2)O1,1,.,.,-1,-2,1560,.,5,2,1,-11
CCCn1c(SCC(=O)Nc2cc(S(=O)(=O)N3CCOCC3)ccc2Cl)n[nH]c1=O,1.2,96,-0.084,7,-16,1423,6,-2,5,1.1,4
Cc1nn2c(-c3ccco3)nnc2c2ccccc12,0.8,115,.,4,16,1552,-16,11,8,1,-7
CC1CCC2(CC1)N=C(N)Nc1nc3ccccc3n12 (centres undefined),1.8,93,.,5,-84,1646,12,16,-4,1,5
S=C(NCCc1ccccc1)Nc1ccccc1N1CCOCC1,1,98,-0.8,7,-5,1611,5,2,2,1.1,-6
COc1ccc(CNCc2cccc(Oc3ccccc3)c2)cc1,1.1,96,0.14,-4,-10,1628,10,5,-1,1.1,3
Cn1c(CSc2nc3ccccc3s2)n[nH]c1=S,1.4,94,.,4,-37,1430,14,6,11,1,2
Cc1cccc(Nc2n[nH]c(=S)s2)c1C,0.8,101,.,8,18,1551,4,10,3,1,-5
Cc1nc(N2CCCCC2)sc1C=O,1,106,0.66,0,-4,1447,2,-4,-3,1,2
COc1ccc(N2CCN(CC(=O)N3CCC(C)CC3)CC2)cc1,1,103,.,-4,5,1317,7,2,0,1,1
Cc1cc(NC(=O)c2ccco2)ccc1-n1cnnn1,0.9,97,.,-6,6,1483,8,5,-2,1,-23
O=C(Cc1nc(-c2ccc(Br)s2)cs1)NCCN1CCOCC1,1.1,95,0.24,10,-8,1630,10,-2,4,1.1,6
Cc1cc(C(=O)OCc2nnc(-c3ccccc3)o2)c(C)n1-c1ccccc1,0.9,95,.,10,10,1500,12,5,1,1.1,9
CCN1C(=O)/C(=C/c2nc3ccccc3c(=O)n2-c2ccc(C)cc2)c2ccccc21,1,96,.,-1,5,1401,10,3,-1,0.9,-4
Cc1ccc(NC(=O)Cn2nc(C)c(S(=O)(=O)N(C)C)c2C)cc1C,1,106,0.29,0,0,1486,-8,1,-1,1.1,1
O=C(N/N=C/C=C/c1ccco1)c1ccccc1Cl,1,96,.,16,-3,1557,7,2,6,1,3
CCn1c(SCC(=O)N/N=C/c2c[nH]c3ccccc23)nnc1-c1ccc(C(C)(C)C)cc1,1,101,.,-2,-1,1469,0,7,3,1.1,0
CCS(=O)(=O)N1CCC(C(=O)NCc2ccc(F)cc2)CC1,0.9,103,1.4,3,9,1522,-3,6,3,1.1,-4
O=C(O)COc1ccc(C(=O)c2ccccc2)cc1,1.1,102,0.88,2,-11,1539,-1,0,-6,1,-16
CC1CCCN(C(=O)C2CCN(CCCc3ccccc3)CC2)C1 (centres undefined),1.1,99,-1.1,5,-14,1591,6,1,0,1.1,4
Fc1ccc(COc2ccccc2CNc2nn[nH]n2)cc1,0.9,98,.,-3,8,1607,3,10,8,1.1,14
COc1ccc2cc3cc(C(=O)NCCN4CCN(Cc5ccccc5)CC4)oc3nc2c1,1,82,.,0,-3,1316,26,0,-9,1,2

# The final 5 compounds of the part above open the next one:
SMILES,bIAP activator,STAT3 activator,ROMK mod,PPARg SRC1 recr,bIAP inhibitor,SRC2 TRFRET art,STAT3 blocker,PPARg SRC2 recr,PPARg SRC3 recr,TNAP act hiacc,STAT1 blocker
CCS(=O)(=O)N1CCC(C(=O)NCc2ccc(F)cc2)CC1,0.9,103,1.4,3,9,1522,-3,6,3,1.1,-4
O=C(O)COc1ccc(C(=O)c2ccccc2)cc1,1.1,102,0.88,2,-11,1539,-1,0,-6,1,-16
CC1CCCN(C(=O)C2CCN(CCCc3ccccc3)CC2)C1 (centres undefined),1.1,99,-1.1,5,-14,1591,6,1,0,1.1,4
Fc1ccc(COc2ccccc2CNc2nn[nH]n2)cc1,0.9,98,.,-3,8,1607,3,10,8,1.1,14
COc1ccc2cc3cc(C(=O)NCCN4CCN(Cc5ccccc5)CC4)oc3nc2c1,1,82,.,0,-3,1316,26,0,-9,1,2
COc1ccc(C(CNC(=O)COc2ccc(F)cc2Br)N2CCCC2)cc1 (centres undefined),1.1,101,-1.4,7,-8,1647,1,-5,2,1,0
Cc1c(NC(=O)C2CCCN(S(=O)(=O)c3cnc[nH]3)C2)c(=O)n(-c2ccccc2)n1C (centres undefined),0.9,109,.,1,6,1464,-2,-1,-6,1,3
CCc1cccc(CC)c1NC(=O)CSc1nnc(C(C)C)n1CC,0.9,106,-0.41,1,8,1354,-2,-7,-3,1,7
COCCCN(C(C)=O)c1nc(-c2ccc(OC)cc2)cs1,1.1,109,.,6,-11,1825,-4,4,7,1,-61
COc1cccc(/C=C/C(=O)OCC(=O)Nc2ccc(N3CCOCC3)cc2)c1OC,1.3,102,-0.39,0,-30,1505,3,7,0,1,-9
Clc1ccc(-c2nnc3sc(-c4ccc(Br)o4)nn23)cc1,0.8,91,.,8,20,1593,14,11,28*,1.1,-5
CCNc1nnc(-c2ccc(C)cc2)o1,1,100,.,5,0,1524,3,1,-4,1,-17
CCC(C)[C@@H](C(=O)N1CCNCC1)n1cc(CCCCN)nn1 (some centres undefined),0.9,.,.,-3,8,1544,.,-13,-1,1.1,7
Cn1c(SCc2cccnc2)nc2cccnc21,0.9,100,.,-2,8,1525,9,1,-5,1.1,-10
O=[N+]([O-])c1ccc2c(c1)CNc1ccccc1O2,1,101,-1.7,-1,0,1765,3,2,4,1.1,-10
COc1c(OC(C)=O)ccc(/C=N\NC(=O)c2ccc(Br)cc2)c1[N+](=O)[O-],1,104,.,9,1,1738,-3,2,7,1,19
O=C(c1ccccc1)c1ccc2ccccc2n1,0.6,87,-0.72,4,43,1494,14,7,7,1.1,-13
Nc1[nH]nc2nc(NCc3ccccc3)c3c(c12)CCN(Cc1ccccc1)C3,4.7*,112,-1.1,-5,-370,1450,-7,3,-5,1,-11
